# Compound activity: PubChem BioAssay, several laboratories
# C-LANA FP: blocks KSHV LANA C-terminal domain binding to DNA; 340,000 tested, 0.078% active; inhibition, % at 9 µM; MBP-C-LANA/FAM-LBS DNA binding, fluorescence polarization;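 active means highest replicate inhibition at or above 60% at 9 µM, even if other replicates fall short; inactive means all replicates below 60% inhibition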;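 further: 0% = neutral control wells and 100% = 4 µM acridine orange control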
# PKA-R2B activ: activators of human PKA-R2B complex. P22694+P31323. PKA-R2B holoenzyme dissociation, Cy5-IP20 fluorescence polarization; R2B truncated from residue 108, S112A mutant; 0% DMSO only, 100% 113 µM cGMP. activation, % at 11.4 µM. 340,000 tested, 0.079% active. AID 504700;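 active means activation above a cutoff set at the mean over all compounds plus 3 SD, cut at about 18% in these data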;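 further: higher means more holoenzyme dissociation and a rise in polarization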
# CAL PDZ FP-1: human CAL PDZ-peptide interaction inhibition; Q9HD26; inhibition, % at 20 µM; 330,000 tested, 0.02% active; AID 504414; purified CAL PDZ, TMR-peptide fluorescence polarization, 1 h;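 active means highest replicate inhibition of at least 40%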;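 further: plate controls were DMSO neutral control wells for no effect and unlabeled competitor peptide control wells for full effect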
#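 Material: tagged CAL PDZ domain; buffer or medium: 25 mM sodium phosphate pH 7.4, 150 mM NaCl, TCEP, IgG, Thesit; compound dosing: single point, 20 µM; schedule: 1 h incubation at room temperature before polarization reading; measured by: FP readout, S and P plane fluorescence; read-out basis: percent inhibition from loss of millipolarization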
# Rtt109 Vps75: inhibitors of Candida albicans Rtt109/Vps75 histone acetyltransferase | Q5AAJ8 | 330,000 tested, 0.16% active | purified Rtt109/Vps75, ThioGlo CoA-SH fluorescence, 4 h | inhibition, % at 34.9 µM;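 active means inhibition of at least 50% in every replicate; inconclusive means best replicate reaches 50% inhibition but some replicates fall short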
# Target sequence (Q5AAJ8 whole entry, looked up): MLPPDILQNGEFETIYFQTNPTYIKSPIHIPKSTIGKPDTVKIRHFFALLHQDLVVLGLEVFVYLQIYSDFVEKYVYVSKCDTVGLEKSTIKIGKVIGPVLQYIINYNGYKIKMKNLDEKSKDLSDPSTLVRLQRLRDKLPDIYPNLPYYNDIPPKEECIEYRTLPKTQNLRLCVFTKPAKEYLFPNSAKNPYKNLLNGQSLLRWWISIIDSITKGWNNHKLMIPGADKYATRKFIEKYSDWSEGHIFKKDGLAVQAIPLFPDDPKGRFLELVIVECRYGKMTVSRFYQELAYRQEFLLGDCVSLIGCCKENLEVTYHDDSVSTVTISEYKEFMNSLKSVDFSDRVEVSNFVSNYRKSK
# cardiac RTF act: increases calcium sensitivity of human cardiac regulated thin filaments; P19429+P45379; IANBD-labeled TnC RTF fluorescence at EC20 calcium; 0% EC20 calcium, 100% full calcium; activation, % at 7.2 µM; 340,000 tested, 0.24% active; AID 493008;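 active means activation above the mean over all tested compounds plus 3 SD, cut at about 30% in these data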;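 further: rise in fluorescence read as greater calcium sensitivity of cardiac thin filaments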
# Keap1 Nrf2 FP: Keap1-Nrf2 (human) interaction inhibition | Q14145 | inhibition, % at 9.4 µM | Keap1 Kelch-Nrf2 peptide fluorescence polarization, 1536-well | 340,000 tested, 0.15% active; in the data active means inhibition above about 12%; inconclusive means no clear call, values can overlap the other calls; inactive means below about 7.3%;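 further: human Keap1 Kelch domain with fluorescein labeled Nrf2 9mer peptide probe; 0% = neutral control wells and 100% = peptide positive control; higher means more block of Keap1 binding to Nrf2 peptide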
# Cardiac RTF inh: cardiac RTF calcium desensitization; P19429+P45379; IANBD-labeled cardiac RTF, Ca2+ fluorescence; inhibition, % at 7.15 µM; 340,000 tested, 0.12% active; AID 493244;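 active means inhibition above the mean inhibition of all tested compounds plus 3 SD, cut at about 17% in these data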;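 further: assay run at fixed EC70 calcium of 1.6 mM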
# DAGLB inh: diacylglycerol lipase beta (human) inhibition; inhibition, % at 5.17 µM; HEK293T DAGLB membrane lysate, EnzChek fluorogenic substrate; Q8NCG7; 340,000 tested, 0.059% active; in the data active means inhibition above about 34%;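 further: 0% = enzyme with vehicle and 100% = wells lacking enzyme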
# Target sequence (Q8NCG7 whole entry, looked up): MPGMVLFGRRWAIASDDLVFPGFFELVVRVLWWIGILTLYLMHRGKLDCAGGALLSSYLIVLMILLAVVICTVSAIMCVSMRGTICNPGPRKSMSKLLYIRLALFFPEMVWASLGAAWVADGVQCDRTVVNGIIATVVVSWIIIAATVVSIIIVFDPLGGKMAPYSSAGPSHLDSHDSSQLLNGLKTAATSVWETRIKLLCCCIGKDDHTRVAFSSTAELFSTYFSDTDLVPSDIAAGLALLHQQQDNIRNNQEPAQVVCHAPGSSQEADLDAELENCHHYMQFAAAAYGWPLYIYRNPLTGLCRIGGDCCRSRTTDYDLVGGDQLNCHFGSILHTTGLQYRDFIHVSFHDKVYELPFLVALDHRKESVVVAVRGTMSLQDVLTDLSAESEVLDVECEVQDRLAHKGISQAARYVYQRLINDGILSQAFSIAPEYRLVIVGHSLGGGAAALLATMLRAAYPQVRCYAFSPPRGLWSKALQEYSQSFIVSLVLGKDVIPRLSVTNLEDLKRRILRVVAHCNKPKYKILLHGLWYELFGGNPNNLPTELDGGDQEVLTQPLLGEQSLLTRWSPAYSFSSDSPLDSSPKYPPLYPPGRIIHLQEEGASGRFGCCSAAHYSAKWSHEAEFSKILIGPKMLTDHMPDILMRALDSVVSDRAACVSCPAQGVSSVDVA
# SR-BI uptake up: SR-BI HDL lipid transfer activation. CHO ldlA[mSR-BI] cells, DiI-HDL uptake fluorescence, 3 h; 100 = double the neutral-control signal. AID 504775. activation, % at 12.5 µM. 320,000 tested, 0.096% active;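 active means mean replicate activation of at least 60% and every replicate at or above 60%; inconclusive means mean or all-replicate condition met, but not both; inactive means mean below 60% and not all replicates reaching 60%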;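 further: 0% = median plate neutral-control signal and 100% = twice that signal; values of inactives mirror those of a sister screen read the other way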
#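 system = CHO ldlA[mSR-BI] cells, LDL receptor-null, SR-BI overexpressing | medium = Ham's F12 with 0.5% BSA, HEPES 25 mM, pH 7.4 | probe or stimulus = DiI-HDL 10 µg/mL | compound dosing = single-point compound dose | incubation = compound exposure 3 h, 37 °C | technique = DiI fluorescence, bottom read | read-out = cell-associated DiI fluorescence as measure of HDL uptake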
# CAL PDZ FP-2: blocks peptide binding to the human CAL PDZ domain. Q9HD26. purified CAL PDZ, TMR-peptide fluorescence polarization, 1 h. inhibition, % at 24.9 µM. 300,000 tested, 0.92% active. AID 602252;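 active means mean inhibition of at least 30% with at least half of replicates also reaching 30%; inconclusive means no clear call, values can overlap the other calls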;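 further: 0% = DMSO neutral control and 100% = excess unlabeled competitor peptide PRC23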
# An asterisk follows results filed as active; ? = inconclusive; . = no result given.
SMILES	DAGLB inh	Cardiac RTF inh	cardiac RTF act	CAL PDZ FP-1	CAL PDZ FP-2	SR-BI uptake up	C-LANA FP	Keap1 Nrf2 FP	Rtt109 Vps75	PKA-R2B activ
CC(C)(C)OC(=O)N[C@@H](Cc1ccccc1)C(=O)N1CCC(C(=O)NCC(=O)O)CC1	-2	-12	-5	-1.6	-1	21	-2.4	-2	-2	-2
CCOc1ncccc1C(=O)OCC(=O)NCc1ccc2c(c1)OCO2	-1	-4	6	0.0	.	14	0.0	-3	-1	-4
Cc1cc(=O)[nH]c2c(C)cc(S(=O)(=O)N3CCOCC3)cc12	1	2	3	-0.3	6	-1	-0.6	-4	3	1
Cc1ccc(S(=O)(=O)N2CCCCC2)cc1NC(=O)COC(=O)C1CC2C=CC1C2 (stereo unspecified)	-1	4	-5	-2.5	-3	-26	-0.6	-1	4	-2
CC(=O)Nc1ccc(C(=O)NCC(=O)OCc2c(F)cccc2Cl)cc1	1	-8	-3	-0.2	-5	-14	-0.9	-1	-1	-4
O=C(Nc1ccccc1N1CCOCC1)c1ccccc1NS(=O)(=O)c1ccc(F)cc1	5	2	0	0.6	0	32	2.9	6	4	0
O=S(=O)(NCc1ccccc1F)c1cccc(S(=O)(=O)N2CCOCC2)c1	0	-13	1	0.6	5	-8	-1.2	-9	1	-4
COC(=O)NCC(c1ccc2c(c1)OCO2)N1CCN(c2ccc(OC)cc2)CC1 (stereo unspecified)	1	-4	1	0.0	-7	4	-0.8	-3	2	2
Cc1cc(CNC(=O)COc2ccc(F)cc2F)c2ccccc2n1	0	-11	-3	-0.8	2	13	-0.4	0	-2	-10
CSc1ncc(CN2CCN(C3CCN(C(C)C)CC3)C(CCO)C2)cn1 (stereo unspecified)	-3	0	1	0.5	-2	12	-0.3	-4	2	2
O=C(N/N=C/c1ccc(OC(=O)c2ccco2)cc1)c1ccccn1	.	.	.	-0.2	4	-3	1.1	4	-4	.
COCCNc1oc(COc2cccc(C)c2)nc1C#N	2	-1	-3	-3.6	0	-6	0.0	2	-5	4
O=C(CNC(=O)c1cccs1)NCCN1CCN(Cc2ccccc2)CC1	2	-2	5	-0.5	-8	27	1.8	0	-3	10
COc1ccccc1OC(=O)CN1C(=O)c2ccccc2C1=O	0	-9	0	-0.9	0	-1	-0.1	0	0	10
CCc1nnc(NC(=O)CSCc2cc(=O)n3nc(C)sc3n2)s1	1	-3	15	-2.4	0	10	0.9	0	4	2

SMILES	DAGLB inh	Cardiac RTF inh	cardiac RTF act	CAL PDZ FP-1	CAL PDZ FP-2	SR-BI uptake up	C-LANA FP	Keap1 Nrf2 FP	Rtt109 Vps75	PKA-R2B activ
Cc1ccccc1OCC(=O)N/N=C1\CCOc2c(C)cccc21	-6	-12	3	-0.8	-4	-1	-0.9	-1	1	-15
CS(=O)(=O)c1ccc(-n2nnc3ccccc32)c([N+](=O)[O-])c1	4	3	2	-1.6	-1	-2	0.2	-2	2	9
COc1ccc(C(=O)Nc2nnc(-c3cccs3)s2)cc1	0	-1	10	-1.6	-2	20	-0.9	-2	-2	7
O=C(NC(Cc1ccccc1)C(=O)O)/C(=C\c1ccc(Cl)cc1)NC(=O)c1ccccc1 (stereo unspecified)	0	2	0	-0.7	1	13	0.8	-5	-9	-6
O=C(CSc1nc(-c2ccc(F)cc2)cs1)N1CCOCC1	2	-4	0	-0.9	-1	-3	6.0	5	-6	-1
Cc1c(N2C(=O)C(=O)/C(=C(/O)c3ccc(Br)cc3)C2c2cccnc2)c(=O)n(-c2ccccc2)n1C (stereo unspecified)	2	-2	5	-0.3	-1	29	1.6	-5	1	-5
CN(C)CCNC(=O)c1ccc(Sc2ccc(Br)cc2)c([N+](=O)[O-])c1	0	-10	-6	1.2	-5	-9	1.2	-2	0	-1
CCN(CC(=O)Nc1ccc(NC(C)=O)cc1)C(=O)c1ccc(N(C)S(=O)(=O)c2ccc(C)cc2)cc1	-1	-6	-4	-1.7	-1	-6	-0.6	-4	5	-3
O=C(c1ccc(CS(=O)(=O)c2ccccc2)o1)N1CCN(c2ncccn2)CC1	1	-15	0	0.2	.	2	2.6	1	-12	7
C[C@H](CO)N1C[C@H](C)[C@@H](CN(C)C(=O)Nc2ccc3c(c2)OCO3)Oc2c(NC(=O)C3CC3)cccc2C1=O	0	2	-4	-0.8	-4	-25	0.1	-2	0	-2
O=C(NC(=S)NCCc1ccccc1)c1cccc(Cl)c1	-24	-11	3	-3.2	-6	13	-0.3	4	3	3
COC(=O)c1ccc(OC(=O)c2nn(C)cc2Cl)c(OC)c1	-1	-2	1	-1.2	-2	12	-0.1	-2	-3	12
COc1ccc(S(=O)(=O)Cc2ccc(C(=O)NC3CCCCCC3)o2)cc1	0	-6	-1	-2.3	-3	6	-1.0	-1	-5	4
CCCCCC(=O)NC(NC(=S)NC1CCS(=O)(=O)C1)C(Cl)(Cl)Cl (stereo unspecified)	-15	2	-3	-2.0	-1	28	-0.8	-1	4	-7
Cc1ccc(CCN2CC(C(=O)NCCCN3CCN(C)CC3)CC2=O)cc1 (stereo unspecified)	0	-7	4	0.1	-5	-16	1.9	-7	-2	5

SMILES	DAGLB inh	Cardiac RTF inh	cardiac RTF act	CAL PDZ FP-1	CAL PDZ FP-2	SR-BI uptake up	C-LANA FP	Keap1 Nrf2 FP	Rtt109 Vps75	PKA-R2B activ
COc1ccccc1NS(=O)(=O)c1cccc(NC(=O)CCNC(=O)c2ccccc2OC)c1	2	0	-2	-0.2	.	-31	-2.3	1	?	-10
Cc1ccc(C(=O)NNC(=O)CCCN2C(=O)/C(=C/c3ccccc3Cl)SC2=S)cc1	-6	-9	-2	-0.6	-3	-9	-1.5	-2	-1	-8
CC1(OC(=O)C2CCCC2)C(=O)C=C2C=C3CCCCN3C=C2C1=O (stereo unspecified)	-2	-4	-8	0.2	-7	13	6.8	-6	9	2
COc1ccccc1NC(=O)COc1ccc(/C=N/NC(=O)CSCc2cc(C)cc(C)c2)cc1	0	-1	0	-2.4	-4	-28	-1.3	1	10	12
O=C(O)CSCC(=O)NCc1ccc(Cl)cc1	0	-10	1	-0.4	-2	6	-0.3	-1	10	0
O=C(/C=C/c1ccco1)NC(=S)Nc1ccccc1N1CCCC1	-3	5	3	-2.0	-5	-19	0.5	-6	.	3
COc1cccc(OC)c1Nc1nc(C)nc2c1nnn2Cc1ccccc1Cl	-4	5	-3	-0.9	3	-18	-1.6	0	-5	-1
Cc1cc(C)c2cc(CN(Cc3ccco3)C(=O)NCc3ccccc3)c(=O)[nH]c2c1	21	1	2	-1.3	1	.	-1.0	0	?	5
CC(O)(CS(=O)(=O)Cc1ccccc1)c1ccccc1Cl (stereo unspecified)	-2	-3	13	-2.2	4	-3	-1.1	-6	-1	2
CCOc1ccc(C(=O)NCC(=O)OCc2csc(-c3ccccc3)n2)cc1	-5	8	-1	-1.4	1	3	-3.0	-1	-4	7
COc1ccc(C(CC(=O)N2CCCC2)c2c(O)cc(OC)cc2OC)cc1 (stereo unspecified)	2	-6	12	-2.2	-2	43	0.0	1	10	-7
Cc1cccc2sc(NNC(=O)c3cc(=O)c4ccccc4o3)nc12	13	-3	0	-0.7	0	-22	-0.9	-4	9	-9
CCOc1cc(/C=C2/NC(=O)N(CC(=O)Nc3cccc(C)c3)C2=O)ccc1OCC(N)=O	2	-2	12	-1.1	1	-35	0.6	-5	.	-9
Clc1cccc(-c2nnc(-c3ccno3)o2)c1	-5	-3	9	-2.2	1	15	-0.5	-1	-4	-3
Cc1[nH]c2ccccc2c1C(=O)C(=O)N1CCCc2ccccc21	3	-1	3	-3.2	-4	-10	-0.9	6	14	4

SMILES	DAGLB inh	Cardiac RTF inh	cardiac RTF act	CAL PDZ FP-1	CAL PDZ FP-2	SR-BI uptake up	C-LANA FP	Keap1 Nrf2 FP	Rtt109 Vps75	PKA-R2B activ
CC(C)n1c(CSCc2ccc(Cl)cc2Cl)n[nH]c1=S	2	-5	11	-0.3	12	-45	-0.7	-6	-1	-2
Cc1ccccc1NC(=O)N1CCC(NC(=O)C2CCCCC2)CC1	0	-3	-1	-2.7	5	-5	1.3	-6	-2	0
O=C(CN1C(=O)NC2(CCCCCC2)C1=O)c1ccccc1	0	1	0	-0.6	-5	5	-1.0	-4	7	1
CC(NC(=O)c1cc([N+](=O)[O-])cc([N+](=O)[O-])c1)C1CC2CCC1C2 (stereo unspecified)	-3	-12	-6	-0.9	.	.	0.4	-3	12	0
CN(C1CCS(=O)(=O)C1)S(=O)(=O)c1cccs1 (stereo unspecified)	-6	-12	8	0.1	5	21	1.1	0	-6	-1

# Molecules shown so far containing an aryl methoxy group, in the order listed:
SMILES	DAGLB inh	Cardiac RTF inh	cardiac RTF act	CAL PDZ FP-1	CAL PDZ FP-2	SR-BI uptake up	C-LANA FP	Keap1 Nrf2 FP	Rtt109 Vps75	PKA-R2B activ
COC(=O)NCC(c1ccc2c(c1)OCO2)N1CCN(c2ccc(OC)cc2)CC1 (stereo unspecified)	1	-4	1	0.0	-7	4	-0.8	-3	2	2
COc1ccccc1OC(=O)CN1C(=O)c2ccccc2C1=O	0	-9	0	-0.9	0	-1	-0.1	0	0	10
COc1ccc(C(=O)Nc2nnc(-c3cccs3)s2)cc1	0	-1	10	-1.6	-2	20	-0.9	-2	-2	7
COC(=O)c1ccc(OC(=O)c2nn(C)cc2Cl)c(OC)c1	-1	-2	1	-1.2	-2	12	-0.1	-2	-3	12
COc1ccc(S(=O)(=O)Cc2ccc(C(=O)NC3CCCCCC3)o2)cc1	0	-6	-1	-2.3	-3	6	-1.0	-1	-5	4
COc1ccccc1NS(=O)(=O)c1cccc(NC(=O)CCNC(=O)c2ccccc2OC)c1	2	0	-2	-0.2	.	-31	-2.3	1	?	-10
COc1ccccc1NC(=O)COc1ccc(/C=N/NC(=O)CSCc2cc(C)cc(C)c2)cc1	0	-1	0	-2.4	-4	-28	-1.3	1	10	12
COc1cccc(OC)c1Nc1nc(C)nc2c1nnn2Cc1ccccc1Cl	-4	5	-3	-0.9	3	-18	-1.6	0	-5	-1
COc1ccc(C(CC(=O)N2CCCC2)c2c(O)cc(OC)cc2OC)cc1 (stereo unspecified)	2	-6	12	-2.2	-2	43	0.0	1	10	-7
